# Chronic BCR inh: blocks chronic active B-cell receptor signaling; ABC-DLBCL IkBa-CBG/CBR reporter, luminescence ratio, 4 h; Potency, µM (highest dose often 46.1 µM), for inactives: at the top dose ratio change, negative = lower green/red ratio, usual class: inhibitors; 0.05% of 340,000 active; AID 493014; active = well fitted inhibition curve with a large enough effect in the signal ratio, with a control signal flat, not every such curve was filed as active; inconclusive = small, poorly fitted or top-dose-only effect, or effect the other way, or a change in a side signal; the % refers to the signal ratio;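 also: potency is read from the fitted curve at half-maximal effect; plate controls were basal doxycycline-induced cells for no effect and cells given 10 µM MG132 for full effect; MG132 reads +100%, hits lower the ratio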
#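 Doxycycline induced both beetle luciferases in TMD8 lymphoma cells; IKK-driven degradation limits the IkappaBalpha-fused green signal, while red luminescence normalises for cell number and nonspecific effects. Compounds tested up to 46 uM, 4 hrs.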
# Coupling enz: counter-screen for Giardia aldolase inhibitors: coupling enzyme system | coupling enzyme system counterscreen, AmpLite Red fluorescence | activity change, negative = inhibition, % at 58.2 µM, hits read low | 0.67% of 290,000 active | AID 2472; in the data active = activity change below about -30%; also: % is scaled to controls: 0 for no effect and ±100 for the full control effect
#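 Counterscreen of the coupled detection system alone, without aldolase: glyceraldehyde-3-phosphate coupling enzymes plus AmpLite Red readout. Compounds at 57.5 uM final, 10 min RT preincubation, 20 min RT reaction, fluorescence 525/598 nm.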
# PKM2 act: PKM2 (human) enzyme activation. P14618. purified PKM2, Kinase-Glo ATP luminescence, activation; response scale: 0% is enzyme alone, no compound. Potency, µM (highest dose often 57.5 µM), inactives show at the top dose activation, usual class: activators. 0.34% of 260,000 active. AID 1631; also: potency is read from the fitted curve at half-maximal effect; % is scaled to controls: 0 for no effect and ±100 for the full control effect; nearly all actives have a fitted effect of over 55% in size
#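 Purified hPK-M2 (>95% pure) converted ADP (0.1 mM final) to ATP with 0.5 mM PEP in 50 mM imidazole pH7.2, KCl, MgCl2, Tween 20, BSA; 1 h at room temperature. ATP detected by Kinase-Glo luminescence.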
# Integrin act MD: activates integrin-mediated alleviation for muscular dystrophy | Potency, µM (top dose mostly 38.3 µM), for inactives: at the highest dose activation, hits mostly activators | alpha7betagal myoblasts, beta-gal FDG fluorescence, 48 h | 0.064% of 350,000 active | AID 624291;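 also: potency is read from the fitted curve at half-maximal effect; 100% = response of the positive control SU9516; nearly all actives have a fitted effect of over 60% in size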
#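 Alpha7betagal+/- myoblasts (passage 13) were plated 16-24 hr, then exposed to compounds (1:260 dilution of DMSO stock) for 48 hours at 37C. After MPER lysis, β-galactosidase reporter activity was read as FDG fluorescence (ex 480/em 540) after 30 minutes.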
# TSG101-PTAP inh: blocks PTAP/TSG101 interaction to inhibit HIV-1 budding; Q99816; Fluorescence polarization, FITC-PTAP peptide / Tsg101 binding; Potency, µM (top dose mostly 115 µM), for inactives: at the highest dose activity change, negative = inhibition, most hits filed as inhibitors; 340,000 tested, under 10 active; AID 493005; active = well fitted inhibition curve with a large enough effect in the main read-out, with a control signal flat, not every such curve was filed as active; inconclusive = small, poorly fitted or top-dose-only effect, or effect the other way, or a change in a side signal; inactive = no such curve, though single readings can be large or run the other way; also: potency is read from the fitted curve at half-maximal effect; % of control where 0% means no effect
#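 FP read-out: FITC-PTAP peptide, 50 nM final, binding Tsg101 binding domain, 10 uM final; 20 min, r.t.; 10 mM HEPES pH 7.5, 0.15 M NaCl, 0.01% Tween 20, 3 mM EDTA, 0.1 mM TCEP.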
# GALK inh: inhibitors of human galactokinase; P51570; Purified GALK, Kinase-Glo residual ATP luminescence; Potency, µM (series often up to 57.5 µM), for the others: top-dose activity change, negative = inhibition, most hits filed as inhibitors; 0.007% of 270,000 active; AID 1868; also: potency is read from the fitted curve at half-maximal effect; % is scaled to controls: 0 for no effect and ±100 for the full control effect
# Target sequence (P51570 whole entry, looked up): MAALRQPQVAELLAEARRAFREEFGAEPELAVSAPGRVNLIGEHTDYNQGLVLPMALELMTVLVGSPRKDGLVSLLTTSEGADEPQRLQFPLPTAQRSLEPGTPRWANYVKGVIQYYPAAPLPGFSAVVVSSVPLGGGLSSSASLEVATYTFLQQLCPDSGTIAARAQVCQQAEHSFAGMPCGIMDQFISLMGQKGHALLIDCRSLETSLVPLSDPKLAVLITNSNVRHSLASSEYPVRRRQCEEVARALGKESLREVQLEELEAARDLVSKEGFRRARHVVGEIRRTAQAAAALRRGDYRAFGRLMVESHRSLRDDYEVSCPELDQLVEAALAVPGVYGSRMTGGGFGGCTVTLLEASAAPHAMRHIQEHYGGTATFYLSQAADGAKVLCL
#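 Galactose (100 uM) and ATP (35 uM) were turned over by 5 nM GALK for 1 h at RT. Kinase-Glo Plus then converted the remaining ATP into a luminescent signal.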
# ASM inhibitor: blocks human secretory acid sphingomyelinase | P17405 | placental ASM, HMU-PC fluorogenic substrate, 60 min | Potency, µM (titrated, usually from 57.5 µM), for the others: at the highest dose activity change, negative = inhibition, actives largely listed as inhibitors | 0.006% of 340,000 active | AID 504937; also: potency is read from the fitted curve at half-maximal effect
#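 Human placenta-derived ASM enzyme was preincubated with compound for 10 minutes at room temperature, then given fluorogenic substrate HMU-PC0 (9 uM final) for 60 minutes at 37 °C; a pH 10 stop preceded fluorescence reading at Ex 386/Em 447 nm.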
# Tb PFK inh: T. brucei PFK enzyme inhibition; AID 485367; 0.17% of 330,000 active; Potency, µM (doses to about 57.5 µM), without a hit: top-dose activity, negative = inhibition, hits mostly inhibitors; O15648; T. brucei PFK, ADP-Glo luminescence;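 also: potency is read from the fitted curve at half-maximal effect; 0% = uninhibited 1x PFK enzyme wells and -100% = no-enzyme wells; nearly all actives have a fitted effect of over 60% in size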
# Target sequence (O15648 whole entry, looked up): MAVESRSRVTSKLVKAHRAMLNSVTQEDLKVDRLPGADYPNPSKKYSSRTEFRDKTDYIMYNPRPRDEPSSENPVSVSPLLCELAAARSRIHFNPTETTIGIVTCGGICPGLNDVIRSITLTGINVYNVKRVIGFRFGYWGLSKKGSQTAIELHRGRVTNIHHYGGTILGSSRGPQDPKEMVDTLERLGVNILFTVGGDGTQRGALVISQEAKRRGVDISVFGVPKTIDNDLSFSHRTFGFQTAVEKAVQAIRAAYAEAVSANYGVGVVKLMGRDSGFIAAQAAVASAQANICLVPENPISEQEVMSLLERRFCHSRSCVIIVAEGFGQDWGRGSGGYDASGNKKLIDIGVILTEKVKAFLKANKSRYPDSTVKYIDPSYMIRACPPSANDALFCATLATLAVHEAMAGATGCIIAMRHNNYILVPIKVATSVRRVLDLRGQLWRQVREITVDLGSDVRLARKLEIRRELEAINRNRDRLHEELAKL
#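 1.25 nM PFK with 0.5 mM F6P and 0.1 mM ATP in 0.1 M TEA pH 8.0, 5 mM MgCl2, incubated 45 min at room temperature; ADP measured by ADP-Glo luminescence; compounds titrated up to 57 uM.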
# Menin MLL FP TR: inhibitors of human menin-MLL interaction, mutant MLL peptide. Menin + Texas Red MLL mutant peptide, fluorescence polarization. Potency, µM (highest dose often 61.6 µM), without a hit: at the top dose FP activity change, negative = inhibition, usual class: inhibitors. 0.23% of 270,000 active; active = well fitted inhibition curve with a large enough effect in the polarisation, with a control signal flat, not every such curve was filed as active; inconclusive = small, poorly fitted or top-dose-only effect, or effect the other way, or a change in a side signal; inactive = no such curve, though single readings can be large or run the other way; the % refers to the polarisation; also: potency is read from the fitted curve at half-maximal effect; % of control where 0% means no effect; many of its hits are not listed in these tables
# Giardia killer: Giardia lamblia killing | Giardia lamblia trophozoite viability | activity change, % at 7.66 µM, hits read low | 0.15% of 340,000 active | AID 540267; in the data active = activity change below about -80%; inconclusive = between about -30% and that limit;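 also: parasites exposed to compound for two days anaerobically before the ATP read; % is scaled to controls: 0 for no effect and ±100 for the full control effect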
#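 Killing of trophozoites was scored by loss of ATP luminescence after a 48 hrs anaerobic exposure to compounds at 37 deg C, using 100 cells per well.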
# B2AR arrestin: beta2AR (human) beta-arrestin recruitment activity; P07550; beta-arrestin recruitment to beta2AR, cell-based reporter; Potency, µM (series often up to 46.1 µM), inactives show at the top dose activation, actives largely listed as activators; 0.02% of 330,000 active; AID 492947;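 also: potency is read from the fitted curve at half-maximal effect; 0% = DMSO controls and full agonism = EC100 isoproterenol or metaproterenol; nearly all actives have a fitted effect of over 65% in size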
# Active calls of the source: *; ? = inconclusive; nt = not tested or not shown; & = joins results of further samples; [ ] = another dose, or the depositor's remark. Unless noted, calls follow the shape of the dose curve; as a rule, active = well fitted curve in the direction sought with a large enough effect; inconclusive = small, poorly fitted or top-dose-only effect, or another doubt; inactive = no such curve, though single readings can be large; an effect the other way counts as inactive or inconclusive. This is a subset; count on the stated rates, not on these rows.
SMILES,Chronic BCR inh,Coupling enz,PKM2 act,Integrin act MD,TSG101-PTAP inh,GALK inh,ASM inhibitor,Tb PFK inh,Menin MLL FP TR,Giardia killer,B2AR arrestin
O=C1CCCN1c1ccc(S(=O)(=O)Nc2ccc3c(c2)OCCO3)cc1,?,3,-1%,-42%,1%,-3%,-2%,-11%,1%,0,0.0%
O=C(NCCc1ccccc1)c1ccc(Cl)cc1[N+](=O)[O-],?,3,nt,2%,0%,1%,0%,3%,-2%,?,0.2%
CCCC(=O)Nc1c2c(nn1-c1cccc(Cl)c1)CS(=O)(=O)C2,3%,2,0%,0%,0%,0%,4%,5%,0%,2,0.0%
Cn1ccsc1=NC(=O)c1cccc(OC(F)F)c1,?,3,nt,2%,-8%,0%,4%,2%,8%,-3,0.3%
Cc1cc(C(=O)NCCc2ccc(S(N)(=O)=O)cc2)no1,3%,0,2%,-6%,-6%,-1%,0%,1%,2%,10,-0.6%
COc1ccc(/C=N/NC(=O)c2c(C)n(C)c3ccc(OC)cc23)c(OC)c1,2%,4,1%,-2%,1%,0%,-3%,-3%,9%,20,-0.9%
CN(c1ccccc1)S(=O)(=O)c1cccc(C(=O)N2CCCCCC2)c1,6%,nt,nt,-18%,-11%,nt,2%,3%,nt,-4,0.2%
COc1ccc(F)cc1S(=O)(=O)NC1CC(C)(C)NC(C)(C)C1,-5%,0,-7%,0%,0%,6%,3%,1%,23%,-3,-1.1%
CCCc1c(C(=O)Nc2ccc(F)cc2)cnn1-c1ccccc1,?,-7,-12%,6%,-2%,2%,-4%,-4%,nt,-9,0.8%
Cc1cc(NC(=O)C2CCN(S(=O)(=O)c3cccs3)CC2)no1,?,0,-5%,5%,-5%,3%,-2%,-2%,18%,6,3.5%
CC(C)(C)OC(=O)N1CCC(C(=O)N[C@@H](Cc2ccccc2)C(=O)O)CC1,-14%,0,11%,-10%,-3%,4%,5%,-3%,15%,-15,0.4%
CCC1Oc2ccccc2N(CC(=O)Nc2ccccc2OC)C1=O (centres undefined),2%,-1,-4%,-3%,-5%,-1%,-1%,2%,-4%,2,0.2%
CC(Sc1nnc(COc2ccc3ccccc3c2)n1C)C(=O)O (centres undefined),5%,11,8%,1%,-7%,5%,3%,4%,-8%,-5,-1.0%
CC(C)=CCN1CCN(CC#Cc2ccccc2)CC1CCO (centres undefined),-6%,1,-2%,9%,-1%,4%,3%,-4%,2%,2,0.4%
Cc1ccccc1C(=O)Nc1ccc(N2CCN(C(=O)c3ccco3)CC2)cc1,-8%,1,-12%,-13%,-12%,0%,1%,1%,-22%,-3,-0.5%
C/C=C1\COC(C(=O)NCCN2CCCC2)(C(F)(F)F)C=C1C=C1CCCCC1 (centres undefined),nt,3,nt,-41%,-7%,nt,2%,nt,-20%,32&5[activator],nt
Cc1cc(C(=O)CN2C(=O)C3CC=CCC3C2=O)c(C)n1-c1ccccc1 (centres undefined),0%,-3,6%,0%,-5%,5%,1%,4%,1%,-23,0.0%
CS(=O)(=O)c1ccccc1-c1nnc(NC(=O)CCS(=O)(=O)c2ccc(Cl)cc2)o1,12%,nt,nt,-35%[inhibitor],-3%,nt,1%,-1%,nt,-12,-0.3%
CN(c1ccccc1)S(=O)(=O)c1cccc(NC(=O)CCN2C(=O)C3CCCCC3C2=O)c1 (centres undefined),1%,-4,0%,1%,1%,5%,1%,-7%,4%,6,4.3%
Cc1ccccc1N(C(=O)c1csnn1)C(C(=O)NC1CCCC1)c1ccncc1 (centres undefined),11%,4,nt,-25%,-5%,4%,2%,1%,nt,-1,0.1%
CCCn1nc(C(=O)N2CCc3ccccc32)c2ccccc2c1=O,0%,nt,nt,-25%,-1%,nt,-2%,0%,nt,-4,-0.5%
COc1ccccc1NS(=O)(=O)c1cc(NC(=O)C2CC2)ccc1N1CCOCC1,-8%,4,-1%,nt,nt,2%,nt,?,5%,nt,-0.1%
COc1ccc(OC)c(C2CC(=O)Nc3cc(OC)c(OC)c(OC)c32)c1 (centres undefined),?,0,2%,-3%,-2%,0%,1%,-2%,3%,-1,-0.3%
O=C(O)CC(c1cccc(C(F)(F)F)c1)N1CCS(=O)(=O)CC1 (centres undefined),7%,-1,7%,8%,-1%,-1%,4%,-3%,14%,2,-0.3%
COc1ccccc1N1CCN(/N=C/c2ccc([N+](=O)[O-])cc2)CC1,?,4,0%,-26%,1%,-2%,-13%,3%,?,0,-0.1%
COc1ccc(NC(=O)Cn2nnc(C(=O)NCc3cccc(OC)c3)c2N)cc1,-12%,8,-11%,0%,-3%,-3%,-1%,-1%,nt,2,-0.7%
CCCCC(CCC(=O)NNC(=O)Cc1ccccc1)C(=O)O (centres undefined),-4%,3,0%,-2%,-2%,1%,1%,1%,5%,4,-0.8%
Cc1ccc(S(=O)(=O)NCCC(=O)NCCOc2ccccc2)cc1,-1%,nt,nt,-5%,0%,nt,4%,?,nt,8,0.4%
COc1ccccc1C1CC(=O)Oc2cc(C)c(Cl)cc21 (centres undefined),6%,0,nt,13%,-3%,nt,3%,-1%,102%[activator][94.6 µM],3,-0.2%
CCC(C)(C)NC(=O)C(c1ccc(OC)cc1)N(Cc1ccccc1)C(=O)CCC(=O)Nc1cc(C)on1 (centres undefined),3%,0,0%,12%,-1%,1%,-3%,0%,-13%,-9,-0.2%
COCCNC(=O)CCc1nc(-c2ccccc2)no1,8%,1,-6%,7%,-2%,0%,4%,8%,6%,1,-0.2%
O=C(NCc1nnc(SCC(=O)N2CCOCC2)o1)c1c(F)cccc1F,-2%,3,0%,-6%,1%,1%,-1%,1%,20%,9,-0.8%
CC1CC(C)CN(C(=O)c2ccc(C#N)cc2)C1 (centres undefined),4%,1,1%,44%,-1%,0%,4%,3%,-11%,-7,0.4%
COc1ccc(CNC(=O)COC(=O)c2cccs2)cc1,0%,4,-6%,-30%,-1%,-1%,-3%,-13%,22%,6,-0.2%
O=C(NC1CCN(Cc2ccccc2)CC1)c1ccc(Oc2cc(Cl)cc(Cl)c2)o1,6%,0,-1%,-55%[inhibitor],-2%,4%,-1%,1%,nt,9,-0.3%
COc1ccccc1-c1c(C)[nH]n2c(=O)c(Cc3ccccc3)c(C)nc12,4%,-2,-1%,30%,-5%,1%,-1%,-3%,8%,13,-0.6%
C[C@]12C(=O)N(c3ccccc3)C(=O)N1[C@@H]1c3ccccc3OC[C@@H]1[C@H]2c1ccccc1,4%,1,2%,27%,-3%,nt,-6%,-2%,2%,-19,0.1%
COC(=O)N1C(=O)[C@@](c2ccc(OC)cc2)(C(C)C)N1C(=O)OC,?,1,0%,28%,-4%,nt,-1%,4%,-23%,14,?
O=C(Nc1cccc(S(=O)(=O)N2CCCCCC2)c1)c1ccc(Cl)nc1,?,nt,nt,-4%,-5%,nt,-5%,1%,nt,-14,-0.4%
O=C(CNC(=O)Cc1cccc2ccccc12)NCc1ccccc1F,4%,1,1%,-22%,-2%,0%,-4%,8%,-15%,-4,-0.6%
CCOc1ccc(NS(=O)(=O)N(C)C)cc1,4%,-1,4%,16%,-3%,1%,2%,-1%,-13%,5,-0.3%
Cc1cc(C)cc(NC(=O)C(NCCN2CCOCC2)c2ccccc2)c1 (centres undefined),-2%,-2,-3%,0%,1%,11%,-9%,-4%,-18%,0,-0.1%
COc1cccc(NC(=O)CN(C)C(=O)CC2CCCCC2)c1,?,nt,nt,7%,0%,nt,-2%,-3%,nt,3,-0.8%
Cc1c(C(=O)Nc2ccncc2)sc2nc(-c3ccc(F)cc3)cn12,-7%,-17,4%,6%,-1%,1%,-6%,-13%,-11%,-22,0.3%
COc1ccccc1C(=O)Nc1ccnn1C1CCN(C/C=C/c2ccc(F)cc2)CC1,-8%,0,-2%,-41%,-6%,-1%,-3%,0%,-24%,2,0.0%
O=C(NCc1cccs1)C1CCCCC1,4%,3,-2%,0%[7.66 µM],3%,0%,-1%,3%,4%,3,0.2%
O=C(Cc1ccccc1)NN1C(=O)/C(=C/c2ccc(C(=O)O)cc2)SC1=S,?,8,-20%,10%,5%,nt,-4%,2%,nt,-6,-0.9%
COC(=O)C(C(=O)NCC1CCCO1)C1CCCC1 (centres undefined),-4%,1,-1%,7%,-1%,0%,0%,3%,-1%,13,-0.8%
Cc1ccc(C(=O)NC(=S)Nc2c(C)ccc3nsnc23)cc1,11%,-10,-13%,-15%,-4%,1%,1%,-1%,0%,10,-0.4%
